HIV peptide binding – cell-free HIV fusion peptide-binding blockers – biochemical, uHTS, fluorescence dequenching, primary screen (AID 1986) | cell-free peptide binding, fluorescence dequenching, 30 min; higher % means a stronger effect | one-dose inhibition, % at 20 µM; IC50 in µM for titrated hits | 0.3% of 290,000 active; in the data active means inhibition mostly above about 52%, no sharp cut-off; inactive means mostly below about 76%; further: some results filed as inactive read as strong as hits
NOD2 inhibition – NOD2 signaling inhibitors, cell-based, luminescence, uHTS, HEK293 (AID 1566). 0.63% of 290,000 active. inhibition, % at 4 µM, or EC50 in µM where a hit was titrated. HEK293 NOD2/NF-kB luciferase reporter, luminescence; higher % means a stronger effect; further: many of its hits are not listed in these tables
KOR beta-arrestin-1 – kappa opioid receptor blockers – cell-based, luminescence, uHTS (AID 1778); KOR beta-arrestin recruitment, luminescence, antagonist mode; higher % means a stronger effect; inhibition, % at 10 µM, or IC50 in µM where a hit was titrated; 0.091% of 290,000 active; further: strong numbers were not always called active
MgcRacGAP inhibition – MgcRacGAP GTPase-activating activity inhibitors, confirmation, biochemical, ADP Hunter fluorescence; MgcRacGAP-stimulated Rac1 GTP hydrolysis, ADP Hunter fluorescence; higher % means a stronger effect; GST-tagged Rac1 F28L mutant substrate; AID 624330; 0.6% of 340,000 active; one-dose inhibition, % at 30 µM; IC50 in µM for titrated hits;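 active means first-screen hits whose inhibition reached a set limit at any dose in the follow-up dose series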;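 further: fluorescence reports GDP produced by GAP-driven GTP hydrolysis; strong numbers were not always called active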
Large T inhibition – SV40 large T antigen inhibitors, biochemical (AID 1903). 0.39% of 310,000 active. SV40 large T antigen ATPase/helicase inhibition assay; higher % means a stronger effect. inhibition, % at 20 µM; hits with a dose series show IC50 in µM; in the data active means a potency from the dose series; further: strong numbers were not always called active
NOD1 NF-kB reporter – inhibition of NOD1-driven NF-kB reporter – cell-based, luminescence, uHTS, primary screen (AID 1578). 1% of 290,000 active. NOD1-driven NF-kB luciferase reporter cells, luminescence; higher % means a stronger effect. inhibition, % at 4 µM, or EC50 in µM where a hit was titrated; in the data active means inhibition mostly above about 36%, no sharp cut-off; inactive means mostly below about 34%;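 further: HEK-293T reporter cells stimulated with the NOD1 agonist gamma-tri-DAP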
KOR beta-arrestin-2 – kappa opioid receptor activators – cell-based, luminescence, uHTS, primary screen (AID 1777). KOR beta-arrestin recruitment, luminescence; higher % means a stronger effect. activation, % at 10 µM; hits with a dose series show EC50 in µM. 0.02% of 280,000 active; in the data active means activation above about 50%, passing the limit was not always enough; further: a part of the inactive calls stands beside numbers as strong as those of hits
GPR55 beta-arrestin – selective activators of receptor GPR55 – imaging, U2OS cells, beta-arrestin-GFP redistribution, primary screen (AID 1961); activation, % at 10 µM; hits with a dose series show EC50 in µM; 0.048% of 290,000 active; U2OS GPR55 beta-arrestin-GFP redistribution imaging; higher % means a stronger effect;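 active means activation above 40% with more than 50 cells counted in the well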;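 further: U2OS osteosarcoma cells stably expressing GPR55 and beta-arrestin-GFP; plate controls were DMSO negative control for no effect and LPI positive control for full effect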
GPR55 LPI antagonism – GPR55 antagonists blocking LPI-driven arrestin recruitment, primary screen, imaging, U2OS, beta-arrestin-GFP, LPI agonist (AID 2013) | U2OS GPR55 beta-arrestin-GFP translocation imaging, LPI antagonism; higher % means a stronger effect | inhibition, % at 10 µM, or IC50 in µM where a hit was titrated | 0.13% of 290,000 active;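 active means spots per cell inhibited over 60%, with over 100 cells counted and total cytoplasm intensity under 500,000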;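 further: U2OS cells stably carrying GPR55 and arrestin-GFP stimulated by 5 µM LPI near EC80; imaged beta-arrestin-GFP aggregate spots per cell after agonist stimulation; plate controls were LPI-stimulated DMSO wells for no effect and DMSO wells without LPI for full effect; some results filed as inactive read as strong as hits; confirmed hits need IC50 under 10 µM and bright autofluorescent wells are also inconclusive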
* = called active by the depositor; i = inactive; nt = no result given; [ ] = another dose, or the depositor's remark. Unless noted, no stated cut-off is given here; in the data, active means inhibition above about 50%; inactive means the rest. An excerpt, so the mix of outcomes need not match the whole.

no.	SMILES	HIV peptide binding	NOD2 inhibition	KOR beta-arrestin-1	MgcRacGAP inhibition	Large T inhibition
1	CCc1noc(C)c1C(=O)Nc1ncc(C)s1	1.3%	0%	8%	1%	9%
2	CC[C@@H](C(=O)[C@@H](C)[C@@H](O)[C@H](C)CCc1ccc(C)c(O)c1C(=O)O)[C@H]1O[C@](CC)([C@H]2CC[C@](O)(CC)[C@H](C)O2)C[C@@H]1C	56%*	-28%	i	1%	34%
3	CCN1CCN(Cc2cc(=O)oc3ccc(C)cc23)CC1	-0.5%	11%	31%	7%	5%
4	CCN(CC)C(=O)CS(=O)(=O)CC(=O)Nc1cc(OCCOC)c(Cl)cc1Cl	-1.9%	1%	8%	-2%	8%
5	COc1ccccc1NC(=S)N(CCCN(C)C)Cc1cc2cc3c(cc2[nH]c1=O)OCO3	0.6%	-7%	-3%	9%	2%
6	CC(C)COC(=O)c1ccc(N2C(=O)c3ccccc3C2=O)cc1	-1.1%	8%	20%	4%	15%
7	CO/N=C/C(C(C)=O)C(=O)Nc1ccc(Cl)cc1Cl (stereo not drawn)	2.4%	-7%	-85%[20 µM]	2%	7%
8	C=C1CCN([C@@H](C)C(=O)OCc2cccc(C)c2)S(=O)(=O)c2ccccc21	1.3%	13%	7%	8%	10%
9	CCCN(CCC)CC(O)Cn1cc(/C=C/C(=O)c2ccccc2)c2ccccc21 (stereo not drawn)	12%	-24%	19%	-1%	3%
10	Cc1cc(C)c(S(=O)(=O)Nc2ncccc2C)c(C)c1	-1.1%	1%	-18%[20 µM]	14%	8%

no.	NOD1 NF-kB reporter	KOR beta-arrestin-2	GPR55 beta-arrestin	GPR55 LPI antagonism
1	-4%	-2.8%	-0.1%	-4%
2	-18%	83%*	1.3%	-23%
3	7%	0.1%	0.4%	-9%
4	-50%	-2.9%	-0.3%	14%
5	-31%	-1.9%	-0.3%	1%
6	-31%	-5.7%	0.8%	13%
7	22%	4.2%	-0.1%	3%
8	6%	-1.7%	0.0%	-6%
9	-29%	-2.4%	-0.2%	8%
10	-14%	-1.1%	-0.4%	-3%

no.	SMILES	HIV peptide binding	NOD2 inhibition	KOR beta-arrestin-1	MgcRacGAP inhibition	Large T inhibition
11	Cc1ccc(NC(=O)CNC(=O)N2CC(=O)Nc3ccccc32)cc1F	1.2%	9%	-10%	7%	-4%
12	COc1cccc(S(=O)(=O)NCc2ccc(C(=O)N3CCN(c4ccccc4)CC3)cc2)c1	-0.1%	-7%	0%	5%	16%
13	O=C(Nc1nnc(S(=O)(=O)N2CCCC2)s1)c1ccccc1Cl	4.1%	15%	5%[20 µM]	20%	nt
14	CC1(C)CC(=O)C(C=NC2CC(C)(C)NC(C)(C)C2)=C(O)C1	-0.8%	3%	4%	8%	13%
15	COCCN(C(=S)Nc1c(C)cccc1C)C(C)c1cccnc1 (stereo not drawn)	-0.2%	9%	13%	8%	5%
16	COC(=O)COc1ccc2c(-c3cccc([N+](=O)[O-])c3)cc(=O)oc2c1	2.2%	8%	25%	10%	8%
17	CNCc1nc2ccccc2[nH]1	0.0%	-3%	-48%[20 µM]	3%	5%
18	O=C(Cc1cccs1)N/N=C/c1ccco1	5.0%	4%	-12%	9%	11%
19	O=C(CC1Sc2ccccc2NC1=O)OCc1cc(=O)oc2cc(O)ccc12 (stereo not drawn)	14%	14%	-4%	12%	16%
20	Cc1ccnc2nc(C(=O)OCC(=O)NCCc3ccccc3)nn12	0.5%	2%	34%	-10%	4%

no.	NOD1 NF-kB reporter	KOR beta-arrestin-2	GPR55 beta-arrestin	GPR55 LPI antagonism
11	9%	-3.1%	0.2%	-14%
12	-2%	-0.5%	-0.1%	-2%
13	-10%	3.4%	-0.1%	4%
14	16%	-2.6%	0.3%	6%
15	-22%	3.2%	-0.3%	-3%
16	-33%	-5.5%	-0.3%	7%
17	12%	3.8%	-0.1%	-5%
18	-26%	-2.3%	-0.2%	5%
19	4%	7.2%	-0.2%	0%
20	-16%	-0.2%	0.2%	2%

no.	SMILES	HIV peptide binding	NOD2 inhibition	KOR beta-arrestin-1	MgcRacGAP inhibition	Large T inhibition
21	O=C(COc1ccc(Cl)cc1Cl)NC(=O)N1CCOCC1	-2.2%	-42%	28%	0%	5%
22	CCCc1ccc(-c2cc(C(=O)N/N=C/c3ccc([N+](=O)[O-])o3)c3ccccc3n2)cc1	-1.1%	-106%	-39%	8%	11%
23	O=C(N/N=C\c1ccccc1OCc1ccccc1)c1ccco1	-1.1%	-2%	-5%	6%	4%
24	O=C1c2ccccc2NC(c2cccc(O)c2)N1NS(=O)(=O)c1ccccc1 (stereo not drawn)	-0.8%	13%	15%	4%	1%
25	CC(=O)N1CCN(c2ccc(NC(=O)c3cccc(Cl)c3)cc2)CC1	-2.0%	-44%	-7%[20 µM]	11%	11%
26	CCOc1ccc(C(=O)Nc2ccccc2N2CCN(C(=O)c3ccccc3)CC2)cc1[N+](=O)[O-]	0.4%	32%	-22%	6%	18%
27	Cc1cc(C(=O)COC(=O)c2ccc[nH]c2=O)c(C)n1-c1ccc(Br)cc1	14%	-10%	-10%	4%	14%
28	Nc1ccc2c(c1)OCCOCCOCCOCCOCCO2	19%	-16%	-36%	39%	37%
29	CCc1cc2c(=O)c(-c3nc4ccccc4n3C)c(C(C)C)oc2c(CN2CCN(C)CC2)c1O	-1.1%	12%	18%	4%	3%
30	COc1ccc(-c2csc(N(CCCN(C)C)C(=O)c3cccs3)n2)cc1	0.1%	25%	10%	10%	3%

no.	NOD1 NF-kB reporter	KOR beta-arrestin-2	GPR55 beta-arrestin	GPR55 LPI antagonism
21	-30%	0.7%	3.9%	8%
22	6%	-2.7%	-0.2%	-2%
23	-14%	3.0%	-0.3%	-3%
24	-12%	1.6%	0.0%	4%
25	-36%	-1.9%	-0.1%	2%
26	3%	6.3%	-0.1%	-2%
27	-26%	-0.5%	0.0%	-2%
28	-36%	18%	0.6%	-3%
29	-13%	-2.8%	0.4%	5%
30	6%	2.1%	-0.3%	4%

no.	SMILES	HIV peptide binding	NOD2 inhibition	KOR beta-arrestin-1	MgcRacGAP inhibition	Large T inhibition
31	CC(C)(C)OC(=O)NCCc1nnc(SCC(=O)Nc2ccc(Br)cc2)o1	-0.2%	7%	13%	7%	8%
32	COc1ccc(N2CCN(C(=S)NCc3ccccc3)CC2)cc1	0.1%	-11%	-3%[20 µM]	23%	22%
33	COc1ccc(N2C(=O)C(Cl)=C(Nc3ccc(OC)cc3OC)C2=O)cc1	-2.1%	15%	16%	2%	4%
34	COCc1cc(C)n(CC(=O)NCc2ccccc2)c(=O)c1C#N	-1.9%	9%	-34%[20 µM]	4%	1%
35	COCCNC(=S)N1CCCN(c2nc3cc(C)ccc3cc2C#N)CC1	-1.4%	21%	-21%[20 µM]	5%	2%
36	COc1ccc(/C=N/NC(=O)c2ccc(=O)[nH]n2)cc1OC	3.7%	19%	26%	9%	2%
37	CCOc1ccc(CCNS(=O)(=O)c2cccc3nsnc23)cc1OCC	0.9%	-4%	-8%	1%	0%
38	CC(C)CN(C(=O)CN1CCc2ccccc21)c1c(N)n(CC(C)C)c(=O)[nH]c1=O	1.1%	-6%	14%	5%	16%
39	COC(=O)C1CCN(C(=O)COC(=O)[C@@H]2CC(O)CN2S(=O)(=O)c2ccc3c(c2)OCCO3)CC1 (stereo partly drawn)	3.3%	11%	nt	9%	15%
40	COc1ccc(C(=O)NC2CC(C)(C)Cc3c2cnn3-c2ccccc2)cc1OC (stereo not drawn)	-2.0%	23%	-10%	0%	7%

no.	NOD1 NF-kB reporter	KOR beta-arrestin-2	GPR55 beta-arrestin	GPR55 LPI antagonism
31	-6%	4.8%	-0.1%	0%
32	-37%	-7.6%	-0.1%	21%
33	-12%	16%	-0.4%	4%
34	-40%	-3.2%	0.5%	5%
35	-4%	1.8%	-0.3%	6%
36	5%	-0.9%	0.5%	9%
37	-8%	-0.9%	0.6%	5%
38	-40%	-3.0%	0.1%	9%
39	3%	-3.2%	0.2%	2%
40	0%	-0.5%	0.0%	-12%

KOR beta-arrestin-2, entries above that show a hit.
no.	SMILES	HIV peptide binding	NOD2 inhibition	KOR beta-arrestin-1	MgcRacGAP inhibition	Large T inhibition
2	CC[C@@H](C(=O)[C@@H](C)[C@@H](O)[C@H](C)CCc1ccc(C)c(O)c1C(=O)O)[C@H]1O[C@](CC)([C@H]2CC[C@](O)(CC)[C@H](C)O2)C[C@@H]1C	56%*	-28%	i	1%	34%

no.	NOD1 NF-kB reporter	KOR beta-arrestin-2	GPR55 beta-arrestin	GPR55 LPI antagonism
2	-18%	83%*	1.3%	-23%

Among those listed so far, these have bromine.
no.	SMILES	HIV peptide binding	NOD2 inhibition	KOR beta-arrestin-1	MgcRacGAP inhibition	Large T inhibition
27	Cc1cc(C(=O)COC(=O)c2ccc[nH]c2=O)c(C)n1-c1ccc(Br)cc1	14%	-10%	-10%	4%	14%
31	CC(C)(C)OC(=O)NCCc1nnc(SCC(=O)Nc2ccc(Br)cc2)o1	-0.2%	7%	13%	7%	8%

no.	NOD1 NF-kB reporter	KOR beta-arrestin-2	GPR55 beta-arrestin	GPR55 LPI antagonism
27	-26%	-0.5%	0.0%	-2%
31	-6%	4.8%	-0.1%	0%

(next part)
no.	SMILES	HIV peptide binding	NOD2 inhibition	KOR beta-arrestin-1	MgcRacGAP inhibition	Large T inhibition
41	CC(C(=O)O)N1C(=O)C2C3c4ccccc4C(c4ccccc43)[C@@H]2C1=O (stereo partly drawn)	0.0%	-7%	12%	7%	5%
42	COC(=O)[C@@]1(Cc2ccc(F)cc2)[C@H]2c3cc(C(=O)N(C)C)n(Cc4ccc(OC(F)(F)F)cc4)c3C[C@H]2CN1C(=O)c1ccccc1	18%	-12%	11%	nt	8%
43	COc1ccccc1CNC(=O)CSc1ccc(C)cc1	-1.5%	-8%	0%	1%	9%
44	CC(C)c1nc(SCC(=O)Nc2c[nH]c(=O)[nH]c2=O)c2cnn(-c3ccccc3)c2n1	-2.2%	-11%	-25%	0%	2%
45	COc1cc2[nH]c(=S)nc(NCc3cccc(Cl)c3)c2cc1OC	3.4%	5%	9%	10%	8%
46	C=CCn1c(=NC(=O)c2ccc(S(=O)(=O)N3CCc4ccccc4C3)cc2)sc2cc(S(N)(=O)=O)ccc21	0.7%	7%	-8%	8%	7%

no.	NOD1 NF-kB reporter	KOR beta-arrestin-2	GPR55 beta-arrestin	GPR55 LPI antagonism
41	-11%	4.3%	-0.1%	3%
42	-18%	-1.7%	-0.1%	12%
43	21%	1.9%	-0.1%	5%
44	-38%	-1.1%	-0.5%	-12%
45	-17%	0.9%	0.0%	-14%
46	2%	-0.2%	1.9%	1%

Just GPR55 LPI antagonism (2 entries from above):
no. | Molecule | GPR55 LPI antagonism
14 | CC1(C)CC(=O)C(C=NC2CC(C)(C)NC(C)(C)C2)=C(O)C1 | 6%
15 | COCCN(C(=S)Nc1c(C)cccc1C)C(C)c1cccnc1 (stereo not drawn) | -3%

Screening results as filed in PubChem BioAssay.
